Screening data deposited in PubChem by The Scripps Research Institute Molecular Screening Center.
MITF primary = blocks human microphthalmia-associated transcription factor; O75030; AlphaScreen MITF homodimerization, bead proximity signal; inhibition, % at 2.6 µM; 650,000 compounds, 0.91% hits; in the data active = inhibition above about 50%;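 also: 0% = vehicle wells with protein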
Target sequence (O75030 whole entry, looked up): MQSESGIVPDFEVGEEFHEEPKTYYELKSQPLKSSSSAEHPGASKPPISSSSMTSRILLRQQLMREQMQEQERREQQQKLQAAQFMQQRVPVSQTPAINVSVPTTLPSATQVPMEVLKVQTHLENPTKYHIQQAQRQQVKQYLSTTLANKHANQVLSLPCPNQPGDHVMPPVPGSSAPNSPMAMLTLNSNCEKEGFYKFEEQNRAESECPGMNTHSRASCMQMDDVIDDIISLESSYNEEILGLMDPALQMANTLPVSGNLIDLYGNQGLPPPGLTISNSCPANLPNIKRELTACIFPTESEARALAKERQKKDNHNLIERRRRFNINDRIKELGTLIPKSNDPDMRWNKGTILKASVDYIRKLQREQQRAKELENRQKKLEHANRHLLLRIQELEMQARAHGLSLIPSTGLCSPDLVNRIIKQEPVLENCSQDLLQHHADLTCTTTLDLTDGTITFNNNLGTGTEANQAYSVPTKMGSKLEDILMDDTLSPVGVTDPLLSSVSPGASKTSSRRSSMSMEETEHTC
TEAD-YAP block = TEAD-YAP interaction inhibition | HEK-TIYL cells, TEAD-Gal4/YAP UAS-luciferase luminescence | inhibition, % at 9.12 µM | 640,000 compounds, 1.4% hits | AID 1259422; in the data active = inhibition above about 32%;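 also: 0% = median of test compound wells and 100% = reference inhibitor wells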
FBW7 act = human FBW7 E3 ligase activation, primary screen; Q969H0; AlphaScreen FBW7–phospho-cyclin E peptide binding, activator screen; normalized activity (activation), % at 26.1 µM; 650,000 compounds, 0.13% hits; AID 1259310; in the data active = normalized activity above about 1.9%;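 also: purified mutant Fbw7 with reduced substrate affinity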
GPR151 ag = activates the human receptor GPR151. activation, % at 11.2 µM. 650,000 compounds, 1% hits. Q8TDV0. PathHunter beta-arrestin GPR151 cells, luminescence; in the data active = activation above about 4.9%;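 also: 0% = median of compound wells and 100% = cells with positive control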
Target sequence (Q8TDV0 whole entry, looked up): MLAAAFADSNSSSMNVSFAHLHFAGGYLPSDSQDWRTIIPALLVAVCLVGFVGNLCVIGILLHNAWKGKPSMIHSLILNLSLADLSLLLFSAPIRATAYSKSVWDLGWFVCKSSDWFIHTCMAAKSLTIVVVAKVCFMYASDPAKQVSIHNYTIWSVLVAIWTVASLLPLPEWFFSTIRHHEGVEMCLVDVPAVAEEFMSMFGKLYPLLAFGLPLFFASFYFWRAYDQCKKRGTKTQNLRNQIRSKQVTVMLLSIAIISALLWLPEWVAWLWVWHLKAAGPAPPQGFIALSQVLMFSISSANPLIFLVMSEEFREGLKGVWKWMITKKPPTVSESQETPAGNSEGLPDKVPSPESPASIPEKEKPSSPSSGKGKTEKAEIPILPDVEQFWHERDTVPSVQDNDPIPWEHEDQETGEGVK
Numbers without * were called inactive. Not a hit list; any-hit rate near 3.4%.

Keys – A = MITF primary; B = TEAD-YAP block; C = FBW7 act; D = GPR151 ag
1: CCOC(=O)C1=C(C)N=c2s/c(=C\c3ccc4c(c3)OCO4)c(=O)n2C1c1c(OC)ccc2ccccc12 (stereo not given)
  A: -4; B: 1; C: 0.0; D: -0.6

2: O=C(NCc1nc2ccccc2[nH]1)c1cccc(Oc2ccccc2)n1
  A: 7; B: -4; C: 0.0; D: 1.6

3: Cc1ccc(C(=O)N2CCN3C(=O)[C@H]([C@@H](C)O)NC(=O)[C@H]3C2)cc1
  A: -15; B: 5; C: 0.1; D: 2.8

4: COc1ccc(N2CCN(C(=O)CNC(=O)c3nn(-c4ccc(OC)c(OC)c4)c(=O)c4ccccc34)CC2)cc1
  A: 10; B: 18; C: 0.1; D: 0.7

5: O=C(c1n[nH]c2c1CCC2)N1CCC(n2c(C3CCCO3)nc3ccccc32)CC1 (stereo not given)
  A: -4; B: -10; C: 0.2; D: 0.5

6: Cc1ccc(C(O)(C(=O)NN(c2ccccc2)S(=O)(=O)c2cccs2)c2ccc(C)cc2)cc1
  A: -13; B: 1; C: 0.1; D: -0.4

7: Cc1ccc(-n2cc(C(=O)N3CCN(c4ccccc4F)CC3)c3ccccc3c2=O)cc1C
  A: 7; B: 0; C: -0.1; D: 0.0

8: Cc1cccc(CC(=O)Nc2cnn(-c3cccc(C(=O)NCCc4cccnc4)c3)c2)c1
  A: 11; B: 3; C: 0.4; D: 1.8

9: CCNC(=S)N/N=C/c1ccccc1C(=O)O
  A: 2; B: 1; C: -0.2; D: -0.2

10: CCNC(=O)/C(C#N)=C/c1c(Oc2ccc(Br)cc2)nc2ccccn2c1=O
  A: 10; B: -4; C: 0.0; D: -8.2

11: Cc1c(C(=O)Nc2ccccc2C#N)sc2nc3n(c(=O)c12)CCCC3
  A: -9; B: -7; C: 0.0; D: 0.0

12: O=C(Cc1ccsc1)N1CCCC(CNS(=O)(=O)Cc2ccccc2)C1 (stereo not given)
  A: 6; B: 5; C: 0.1; D: -1.0

13: O=C(COc1ccc([N+](=O)[O-])cc1)Nc1ccc2oc(-c3cccnc3)nc2c1
  A: 9; B: 2; C: 0.2; D: 0.0

14: COc1ccc(C2=NC(c3ccccc3F)NC(c3cc(Cl)ccc3O)C2)cc1 (stereo not given)
  A: 11; B: 5; C: 0.1; D: -0.1

15: Cc1ccc(C(=O)COC(=O)c2cccc([N+](=O)[O-])c2C)cc1
  A: 7; B: -32; C: -0.2; D: 1.0

16: FC(F)(F)c1ccc(-c2noc(-c3cccs3)n2)cc1
  A: -1; B: -12; C: 0.0; D: -0.9

17: Cc1ccc(C2C(C#N)=C(N)SC(N)=C2C#N)o1
  A: 18; B: 1; C: -0.6; D: -0.2

18: CCN(c1cccc(C)c1)S(=O)(=O)c1ccc(Sc2ccc(Br)cc2)c(C(=O)NCc2ccccc2Cl)c1
  A: -5; B: -5; C: 0.1; D: -0.6

19: COc1ccc(NC(=O)COc2ccc(Br)cc2)cc1Cl
  A: 16; B: 7; C: 0.0; D: 2.2

20: Cc1ccc(C2=N/C(=C\c3ccc(F)cc3)C(=O)O2)cc1
  A: -2; B: -6; C: 0.0; D: 0.1

21: COC(=O)c1sc(N2C(=O)C(O)=C(C(=O)c3cccs3)C2c2ccccc2)nc1C (stereo not given)
  A: 13; B: 6; C: -0.1; D: 0.9

22: Cc1nc(NC(=O)c2cc(Br)ccc2Cl)sc1C
  A: 53*; B: -58; C: 0.0; D: 0.6

23: O=C(NC1CCCc2c1cnn2-c1ccc(F)cc1F)c1ccc(N2CCCC2=O)cc1 (stereo not given)
  A: -1; B: 30; C: 0.0; D: 0.2

24: CCc1ccc(N(CC(=O)NCCc2ccc(OC)c(OC)c2)S(C)(=O)=O)cc1
  A: 10; B: 7; C: -0.1; D: 2.1

25: Cc1ccc(-n2nc3c(c2NC(=O)c2ccc4c(c2)OCO4)CS(=O)(=O)C3)cc1
  A: -10; B: -13; C: -0.3; D: 3.2

26: O=C1NC(=O)C(Cc2ccccc2)(C2CCN(Cc3ccsc3)CC2)N1 (stereo not given)
  A: 12; B: 10; C: 0.1; D: 0.9

27: O=C(NNC(=S)NC(=O)c1cccs1)c1cccnc1
  A: -1; B: -8; C: -0.5; D: -1.8

28: C=C(C)CN(CC)Cc1cccc(O)c1
  A: -2; B: -10; C: -0.2; D: 3.5

29: Fc1ccc(-c2cc(-c3nc(-c4c(F)cccc4F)no3)c3ccccc3n2)cc1
  A: -4; B: -5; C: -0.1; D: 1.5

30: COc1ccc(NC(=O)C(=O)Nc2ccc3nc4n(c(=O)c3c2)CCCCC4)cc1Cl
  A: 5; B: 3; C: 0.0; D: -1.2

Part of the list above in another layout:
The line under a structure holds: MITF primary	TEAD-YAP block	FBW7 act	GPR151 ag
14. COc1ccc(C2=NC(c3ccccc3F)NC(c3cc(Cl)ccc3O)C2)cc1 (stereo not given)
  11	5	0.1	-0.1
15. Cc1ccc(C(=O)COC(=O)c2cccc([N+](=O)[O-])c2C)cc1
  7	-32	-0.2	1.0
16. FC(F)(F)c1ccc(-c2noc(-c3cccs3)n2)cc1
  -1	-12	0.0	-0.9
17. Cc1ccc(C2C(C#N)=C(N)SC(N)=C2C#N)o1
  18	1	-0.6	-0.2
18. CCN(c1cccc(C)c1)S(=O)(=O)c1ccc(Sc2ccc(Br)cc2)c(C(=O)NCc2ccccc2Cl)c1
  -5	-5	0.1	-0.6
19. COc1ccc(NC(=O)COc2ccc(Br)cc2)cc1Cl
  16	7	0.0	2.2
20. Cc1ccc(C2=N/C(=C\c3ccc(F)cc3)C(=O)O2)cc1
  -2	-6	0.0	0.1
21. COC(=O)c1sc(N2C(=O)C(O)=C(C(=O)c3cccs3)C2c2ccccc2)nc1C (stereo not given)
  13	6	-0.1	0.9
22. Cc1nc(NC(=O)c2cc(Br)ccc2Cl)sc1C
  53*	-58	0.0	0.6
23. O=C(NC1CCCc2c1cnn2-c1ccc(F)cc1F)c1ccc(N2CCCC2=O)cc1 (stereo not given)
  -1	30	0.0	0.2
24. CCc1ccc(N(CC(=O)NCCc2ccc(OC)c(OC)c2)S(C)(=O)=O)cc1
  10	7	-0.1	2.1
25. Cc1ccc(-n2nc3c(c2NC(=O)c2ccc4c(c2)OCO4)CS(=O)(=O)C3)cc1
  -10	-13	-0.3	3.2
26. O=C1NC(=O)C(Cc2ccccc2)(C2CCN(Cc3ccsc3)CC2)N1 (stereo not given)
  12	10	0.1	0.9
27. O=C(NNC(=S)NC(=O)c1cccs1)c1cccnc1
  -1	-8	-0.5	-1.8
28. C=C(C)CN(CC)Cc1cccc(O)c1
  -2	-10	-0.2	3.5
29. Fc1ccc(-c2cc(-c3nc(-c4c(F)cccc4F)no3)c3ccccc3n2)cc1
  -4	-5	-0.1	1.5
30. COc1ccc(NC(=O)C(=O)Nc2ccc3nc4n(c(=O)c3c2)CCCCC4)cc1Cl
  5	3	0.0	-1.2

(next part)
Keys – A = MITF primary; B = TEAD-YAP block; C = FBW7 act; D = GPR151 ag
31: COc1ccc(CN(C(=O)C(F)(F)F)C(C(=O)NC2CCCCC2)c2ccncc2)cc1 (stereo not given)
  A: -6; B: 1; C: 1.0; D: 0.7

32: O=C(CSc1nc2[nH]ncc2c(=O)[nH]1)Nc1ccc(OC(F)(F)F)cc1
  A: 8; B: 7; C: 0.1; D: 1.1

33: C/C(=N\NC(=O)c1cnccn1)c1cccnc1
  A: 12; B: -18; C: 0.1; D: -0.3

34: COc1cc2c(cc1OC)CN(CC(O)COC(C)(C)C)CC2 (stereo not given)
  A: -19; B: 1; C: 0.7; D: -0.6

35: CCCN(CC(=O)Nc1ccc(C(C)=O)cc1)CC(=O)Nc1ccccc1C
  A: -3; B: 11; C: 0.0; D: -0.5

36: Cc1csc(NC(=O)CSc2ncnc3ccccc23)n1
  A: 4; B: 2; C: 0.1; D: 0.5

37: O=C(Nc1ccc(Cl)c(Cl)c1)c1cc2nc(-c3ccc(F)cc3)cc(C(F)(F)F)n2n1
  A: 0; B: 1; C: 0.4; D: -0.8

38: CCOC(=O)c1ccc(CS(=O)(=O)c2ccccc2)cc1
  A: -4; B: 3; C: 0.0; D: -0.3

39: C/C(CC(=O)N(C(C)C)C(C)C)=N\NC(=O)COc1ccc(Cl)cc1Cl
  A: -14; B: 2; C: -0.1; D: 0.4

40: CS(=O)(=O)N(CC(=O)Nc1ccccc1)c1ccc(Cl)c(Cl)c1
  A: -3; B: 1; C: 0.6; D: 0.0

41: COc1ccc(CNC(=O)CCC(=O)O)cc1OC
  A: -2; B: 5; C: -0.1; D: 0.8

42: O=C(c1cnn2c(C(F)(F)F)cc(-c3ccc(Br)cc3)nc12)N1CCCCCC1
  A: -2; B: -12; C: 0.2; D: 0.5

43: CSc1nc(NNC(C)=O)c2c3c(sc2n1)COC(C)(C)C3
  A: -17; B: 1; C: -0.3; D: 2.3

44: CN(CCC#N)S(=O)(=O)c1ccc2c(c1)CCN2C(=O)C1CCC1
  A: 0; B: -3; C: 0.1; D: -0.6

45: Cc1cc(NC(=O)c2ccc3nc[nH]c3c2)no1
  A: 8; B: -16; C: -0.1; D: 2.2

46: CCOC(=O)CC(=O)NC(C)(C)Cc1ccc(O)c(Br)c1
  A: 11; B: 4; C: 0.1; D: -0.1

47: CCOc1ccccc1NC(=S)N(CCOC)C(C)c1ccccn1 (stereo not given)
  A: 10; B: 12; C: -0.1; D: 4.8

48: Cc1ccc2c(c1)sc1nc(-c3cc4ccccc4oc3=O)cn12
  A: -3; B: 66*; C: 0.0; D: -0.1

49: Cc1ccc(-n2nnnc2-c2nc3ccccc3[nH]2)cc1
  A: 0; B: -24; C: -0.2; D: -0.6

50: Oc1cccnc1NC(c1ccccc1F)c1ccc2cccnc2c1O (stereo not given)
  A: 45; B: 36*; C: -0.1; D: 0.8

51: CN1c2ccccc2C(C)(C)C12CC(CCl)=NO2 (stereo not given)
  A: 22; B: 8; C: 0.0; D: 0.2

52: O=C(Nc1ccc(F)cc1)c1ccc(Br)s1
  A: -7; B: -51; C: 0.1; D: -1.9

53: Cc1ccc(OCC2(O)CCN(S(=O)(=O)c3ccc(C)cc3)CC2)cc1
  A: 3; B: 14; C: -0.1; D: 1.9

54: Cc1cccc(CNc2nc3nonc3nc2N(C)C)c1
  A: -14; B: -1; C: -0.1; D: 0.7

55: COC(=O)c1c(NC(=O)COc2cc(C)cc(C)c2)sc2c1CCC2
  A: -1; B: 0; C: -0.1; D: -0.1

56: N#Cc1ccc(NC(=O)c2nn3c(c2Br)NC(c2cccs2)CC3C(F)(F)F)cc1 (stereo not given)
  A: -6; B: 3; C: 0.1; D: -0.5

57: COc1ccc(C(=O)n2cnc3cc(C)c(C)cc32)cc1OC
  A: 16; B: -2; C: 0.1; D: 0.4

58: O=C(Cn1c(-c2ccncc2)nc2ccccc21)NCCc1ccccc1
  A: 6; B: 1; C: -0.1; D: -1.2

59: CC(C)C(NS(=O)(=O)c1cccs1)C(=O)NCc1ccc(F)cc1 (stereo not given)
  A: -14; B: -2; C: 0.1; D: -0.6

60: COc1ccccc1C(c1c(C)[nH]n(-c2ccccc2)c1=O)c1c(C)[nH]n(-c2ccccc2)c1=O
  A: -4; B: -6; C: -1.4; D: 0.2

61: CN1CCN(c2ccc(-c3cc(Nc4ccc(N5CCOCC5)cc4)nc(N)n3)cc2)CC1
  A: 18; B: 65*; C: -0.2; D: -1.4

62: CC(=O)c1ccc(NC(=O)c2cc3nc(-c4cccs4)cc(C(F)(F)F)n3n2)cc1
  A: -10; B: -34; C: -1.0; D: 3.2

63: Cc1cc(NC(=O)CSc2nc(NCc3ccc(Cl)cc3)c3ccccc3n2)n[nH]1
  A: -3; B: -7; C: -0.2; D: 0.1

64: COc1ccc(-c2[nH]ncc2-c2ccc(F)cc2)c(O)c1
  A: 16; B: 1; C: 0.2; D: 2.2

65: CC(C)=NNc1nc2c(c(=O)n(C)c(=O)n2C)n1CCc1ccccc1
  A: -4; B: -8; C: 0.3; D: 0.6

66: COc1cc(NC(=O)CSc2nc3[nH]ncc3c(=O)n2-c2ccccc2)cc(OC)c1OC
  A: 0; B: 23; C: -0.1; D: 2.9

67: NS(=O)(=O)c1ccc(CNC(=O)c2cc(Cl)ccc2Cl)cc1
  A: -8; B: 4; C: -0.1; D: 1.4

68: CN1CCC2(CC1)Nc1nc(SCc3ccc(Cl)cc3)nn1C1=C2CN(C)CC1
  A: -5; B: -4; C: -0.1; D: 0.4

69: COc1ccc(N2CCN(C(CNS(=O)(=O)c3cccs3)c3ccco3)CC2)cc1 (stereo not given)
  A: 8; B: -6; C: -0.3; D: 2.8

70: Cc1ccc([N+](=O)[O-])cc1S(=O)(=O)n1c(SCC(=O)Nc2ccc(C(C)C)cc2)nc2ccccc21
  A: -2; B: -7; C: -0.1; D: -1.5
